# Source: PubChem
# hIAP inh = human IAP inhibition | inhibition, % at 10 µM | P09923 | 330,000 tested, 0.12% active | purified IAP, CDP-Star luminescence, 30 min;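 active = inhibition reaching a set limit with compound at 10 µM in the primary screen, cut at about 35% in these data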;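 also: plate controls were DMSO wells with enzyme for no effect and no-enzyme buffer wells for full effect; values of inactives mirror those of a sister screen read the other way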
# Target sequence (P09923 whole entry, looked up): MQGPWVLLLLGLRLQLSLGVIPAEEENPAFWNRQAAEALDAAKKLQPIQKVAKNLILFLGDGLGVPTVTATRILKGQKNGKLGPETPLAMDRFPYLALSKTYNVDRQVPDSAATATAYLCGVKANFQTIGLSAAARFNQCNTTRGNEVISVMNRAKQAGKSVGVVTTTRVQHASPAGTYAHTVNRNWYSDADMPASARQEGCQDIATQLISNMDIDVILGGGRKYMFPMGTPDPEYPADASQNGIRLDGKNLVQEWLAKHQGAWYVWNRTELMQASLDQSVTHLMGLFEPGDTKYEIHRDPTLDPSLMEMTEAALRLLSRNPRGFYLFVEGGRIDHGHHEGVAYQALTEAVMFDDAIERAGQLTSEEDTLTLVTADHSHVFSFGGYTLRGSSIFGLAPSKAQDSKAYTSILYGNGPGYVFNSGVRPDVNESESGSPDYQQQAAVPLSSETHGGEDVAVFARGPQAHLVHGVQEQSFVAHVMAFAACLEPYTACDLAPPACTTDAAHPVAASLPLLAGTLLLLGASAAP
# TIM10 inh = growth inhibitors of TIM10 yeast strain. S. cerevisiae TIM10 strain growth, BacTiter-Glo luminescence, 24 h. inhibition, % at 10 µM. AID 463195. 330,000 tested, 1.4% active;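 active = inhibition of 40% or more at the single tested concentration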;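 also: wild-type TIM10 isogenic control strain grown at permissive 25 °C; 0% = DMSO yeast wells and 100% = minimal medium wells without yeast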
# hIAP act = increases human intestinal alkaline phosphatase activity; P09923; purified human IAP, CDP-Star luminescence, 30 min; stronger effect = higher value; 1 = vehicle-only enzyme, 0 = enzyme-free background; activation factor at 10 µM; 330,000 tested, 0.16% active; AID 2524;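 active = activation factor of the enzyme at least 2-fold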; also: the source names both 10 and 20 µM as test concentration; values of inactives mirror those of a sister screen read the other way
# Apaf1 inhib = human Apaf-1 inhibition; O14727; reconstituted apoptosome caspase-3 activity, DEVD-Rh110 fluorescence; inhibition, % at 20 µM; 330,000 tested, 0.71% active; AID 489030; active = inhibition of at least 40% at 20 µM;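 also: plate controls were DMSO wells for no effect and DEVD-CHO caspase inhibitor wells for full effect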
#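 System: reconstituted apoptosome with Apaf-1, cytochrome c, caspase-9, procaspase-3, dATP; Signal: Rh110 fluorescence intensity; Schedule: 30 min compound preincubation, 50 min activation, room temperature; Reagent: cytochrome c trigger plus (Z-DEVD)2-Rh110 caspase-3 substrate.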
# mIAP inh = mouse IAP inhibition; purified mouse IAP, CDP-Star luminescence, 30 min; inhibition, % at 10 µM; 330,000 tested, 0.2% active; AID 2806;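 active = inhibition of at least 40% at 10 µM in the primary screen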;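 also: plate controls were DMSO with enzyme for no effect and no enzyme wells for full effect; values of inactives mirror those of a sister screen read the other way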
# NLRP3 yeast inh = NALP3 inhibition in yeast; Yeast reconstituted NLRP3/ASC/caspase-1, beta-gal luminescence, 24 h; inhibition, % at 10 µM; 330,000 tested, 0.39% active; AID 2825;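 active = inhibition of 50% or more; inactive = inhibition below 50%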;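 also: plate controls were induced DMSO wells for no effect and uninduced yeast grown without galactose for full effect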
# tim10-1 inh = tim10-1 yeast growth inhibition; S. cerevisiae tim10-1 ts strain growth, BacTiter-Glo, 24 h; inhibition, % at 20 µM; 330,000 tested, 2.2% active; AID 463190;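 active = inhibition of at least 40%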;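 also: mutant grown at 25 °C; 0% = DMSO wells with yeast and 100% = wells holding no yeast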
# ATG4B inh = ATG4B (human) cysteine protease inhibition | ATG4B cleavage of LC3-PLA2, NBD-HPC fluorescence, 1 h | inhibition, % at 8.33 µM | Q9Y4P1 | AID 504462 | 340,000 tested, 0.51% active; in the data active = inhibition above about 40%
# Target sequence (Q9Y4P1 whole entry, looked up): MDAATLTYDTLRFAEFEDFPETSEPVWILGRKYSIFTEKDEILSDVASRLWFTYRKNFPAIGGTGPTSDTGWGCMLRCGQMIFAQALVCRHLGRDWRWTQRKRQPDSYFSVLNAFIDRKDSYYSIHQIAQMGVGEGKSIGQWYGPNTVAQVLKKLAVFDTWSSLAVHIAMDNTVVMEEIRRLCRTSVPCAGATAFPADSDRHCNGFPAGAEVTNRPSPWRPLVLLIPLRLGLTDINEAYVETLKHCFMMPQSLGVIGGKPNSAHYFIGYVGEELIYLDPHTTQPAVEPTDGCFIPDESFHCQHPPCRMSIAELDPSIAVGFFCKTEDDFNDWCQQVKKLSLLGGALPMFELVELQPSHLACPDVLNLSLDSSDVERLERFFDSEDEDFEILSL
# mIAP activ = mouse IAP activation; 330,000 tested, 0.24% active; activation factor at 10 µM; muIAP, CDP-Star luminescence, 30 min; stronger effect = higher value; 1 = vehicle-only enzyme signal, 0 = enzyme-free wells; AID 2805;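 active = activation factor of at least 2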; also: the source names both 10 and 20 µM as test concentration; values of inactives mirror those of a sister screen read the other way
#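 also added = chemiluminescent substrate CDP-Star | test system = mouse IAP enzyme | signal = chemiluminescence readout | compound = DMSO-dissolved test compounds | incubation = 30 min at room temperature | benchmarks = DMSO wells, no-enzyme wells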
# * hit, by the source's call; nt = not tested or not shown.
nr	smiles	hIAP inh	TIM10 inh	hIAP act	Apaf1 inhib	mIAP inh
1	CC(C)(C)CC(=O)Nc1ccc(C(N)=O)cc1	15	7	0.85	-14	1
2	CC(C)n1cnc2c(Nc3ccc(C(=O)O)cc3)nc(Cl)nc21	5	-3	0.95	-6	5
3	Cc1ccc(C)c(N2CCN(C(=O)C3CCCN(S(=O)(=O)c4c(C)[nH]c(=O)[nH]c4=O)C3)CC2)c1 (stereo not given)	3	0	0.97	0	6
4	C=C(C)CSc1nnc(-c2cccc(Cl)c2)n1N	-12	5	1.1	-6	0
5	O=C(Nc1ccccc1Cl)Nc1ccnn1C1CCN(C(=O)c2cscn2)CC1	-10	1	1.1	-1	-6
6	CCCCCCCCN1[C@@H](CC(=O)OCC)c2ccc(C(F)(F)F)cc2S1(=O)=O	-53	7	1.5	17	-4
7	Cc1ccccc1NC(=O)Cc1nc(COC(=O)COc2ccccc2C(C)C)cs1	-22	3	1.2	30	-14
8	CCCc1nnc(NC(=O)CN2CCN(C)CC2)s1	-12	-12	1.1	3	-3
9	CCc1c(O)nc(SCc2ccccc2)n(C(C)CC)c1=O (stereo not given)	22	37	0.78	-15	5
10	Cc1cc(C)nc(NC(=O)/C=C/c2ccc(Cl)cc2)n1	14	25	0.86	-12	5
11	Cc1noc(NC(=O)c2ccc(Cl)cc2)c1Cl	2	19	0.98	0	-3
12	COc1ccc2[nH]cc(CCNC(=S)NCCc3ccccc3)c2c1	1	26	0.99	-4	-50

nr	NLRP3 yeast inh	tim10-1 inh	ATG4B inh	mIAP activ
1	-6	6	-6	0.99
2	16	-13	0	0.95
3	29	40	0	0.94
4	3	16	-2	1
5	3	2	28	1.1
6	16	1	-4	1
7	14	10	6	1.1
8	1	8	-1	1
9	2	41*	5	0.95
10	15	5	-9	0.95
11	1	20	6	1
12	20	20	-5	1.5

# Profiles as entered above. Screens in order: hIAP inh	TIM10 inh	hIAP act	Apaf1 inhib	mIAP inh	NLRP3 yeast inh	tim10-1 inh	ATG4B inh	mIAP activ
# Profile of Cc1ccc(C)c(N2CCN(C(=O)C3CCCN(S(=O)(=O)c4c(C)[nH]c(=O)[nH]c4=O)C3)CC2)c1 (stereo not given) : 3	0	0.97	0	6	29	40	0	0.94
# Profile of O=C(Nc1ccccc1Cl)Nc1ccnn1C1CCN(C(=O)c2cscn2)CC1 : -10	1	1.1	-1	-6	3	2	28	1.1
# Profile of CC(C)(C)CC(=O)Nc1ccc(C(N)=O)cc1 : 15	7	0.85	-14	1	-6	6	-6	0.99
# Profile of Cc1cc(C)nc(NC(=O)/C=C/c2ccc(Cl)cc2)n1 : 14	25	0.86	-12	5	15	5	-9	0.95

# The list goes on:
nr	smiles	hIAP inh	TIM10 inh	hIAP act	Apaf1 inhib	mIAP inh
13	COc1ccc(Nc2nc3c(C)cccc3cc2C#N)c(OC)c1	-18	-4	1.2	-5	11
14	CC(C)c1cc(C(=O)N2CCCC(CCC(=O)N3CCN(c4ccccn4)CC3)C2)no1 (stereo not given)	-18	-1	1.2	2	-21
15	Cc1onc(-c2ccccc2)c1C(=O)N/N=C/c1ccc([N+](=O)[O-])s1	3	22	0.97	6	8
16	CC/C(=N\NC(=O)CNC(=O)/C=C/c1ccc(OC)cc1)c1ccccc1	7	-1	0.93	6	0
17	COc1ccc(OC)c(CNc2ncc(-c3cccc([N+](=O)[O-])c3)n2C)c1	-8	-15	1.1	8	5
18	Fc1ccc(-n2cc(CNCCc3cccnc3)c(-c3ccccc3Cl)n2)cc1	1	20	0.99	-6	-5
19	COc1ccc(C2CC(c3ccccc3)=NN2C(=O)CN2CCN(Cc3ccccc3)CC2)cc1 (stereo not given)	7	-7	0.93	11	5
20	Cc1nn(Cc2ccccc2)c(Cl)c1/C=C/C(=O)OCC(=O)NC(C)C(C)C (stereo not given)	-5	2	1.1	9	-2
21	COc1ccc(OCC(O)CN2C(=O)c3ccccc3C2=O)cc1 (stereo not given)	7	16	0.93	-2	5
22	CCOc1cc(C(=O)N2CCCC2)cc(OCC)c1OCC	-4	6	1	10	-6
23	Cn1c(N)c(C(=O)COC(=O)CCC2CCCCC2)c(=O)n(C)c1=O	13	9	0.87	20	-20
24	CC12CCC(=O)N1C(C(=O)Nc1nc(-c3ccccc3)cs1)CS2 (stereo not given)	0	-2	0.99	9	-2

nr	NLRP3 yeast inh	tim10-1 inh	ATG4B inh	mIAP activ
13	11	7	-8	0.89
14	35	26	19	1.2
15	0	24	-15	0.92
16	14	10	-15	1
17	12	-12	7	0.95
18	3	13	-1	1.1
19	6	0	-2	0.95
20	16	5	-1	1
21	11	-9	-4	0.95
22	11	34	-9	1.1
23	-17	25	7	1.2
24	2	-22	0	1

# (more compounds)
nr	smiles	hIAP inh	TIM10 inh	hIAP act	Apaf1 inhib	mIAP inh
25	N#CCCn1cc(CNCc2ccccc2)c(-c2cccc([N+](=O)[O-])c2)n1	11	-3	0.89	9	4
26	O=C(c1cc2cc(Br)cc(Br)c2oc1=O)N1CCOCC1	-6	5	1.1	1	2
27	O=C(Nc1ccccc1)/C(=C/c1cccc(Br)c1)NC(=O)c1ccco1	-12	-5	1.1	-2	2
28	Cc1cc(OC2CCCCC2)nc(NCc2ccccc2)n1	16	3	0.84	2	10
29	CC(=O)c1ccc(NC(=O)COC(=O)Cc2ccsc2)cc1	2	7	0.98	-1	8
30	CCNc1nc(Sc2ccc(C)cc2)cc(C(F)(F)F)n1	0	4	1	8	-6
31	COC(=O)c1ccc(CN2C(=O)c3ccccc3C2=O)o1	-21	8	1.2	-3	2
32	COc1cc([N+](=O)[O-])ccc1N/C=C/C(=O)c1cccs1	12	8	0.89	-7	0
33	O=C(COc1ccc(F)cc1)NCC1(N2CCOCC2)CCCCC1	2	2	0.98	-13	-5
34	Cc1ccc(NS(=O)(=O)c2c(C(=O)N3CCCC3)c(C)n(C)c2C)cc1	-31	4	1.3	-10	-2
35	COc1ccc(C2(C(=O)c3ccccc3)C(=O)c3ccccc3C2=O)cc1	10	10	0.9	-5	8
36	COc1cc(C(CCN2CCOCC2)c2c(OC)cc(OC)c3c(C)cc(=O)oc23)cc(OC)c1OC (stereo not given)	20	4	0.8	-1	5

nr	NLRP3 yeast inh	tim10-1 inh	ATG4B inh	mIAP activ
25	7	8	-3	0.96
26	2	7	6	0.98
27	-6	17	-14	0.98
28	2	-2	-2	0.9
29	10	7	-3	0.93
30	30	14	0	1.1
31	21	-7	-11	0.98
32	24	13	-10	1
33	15	0	-7	1.1
34	13	10	8	1
35	17	10	-7	0.92
36	3	2	-6	0.95

# A different layout for 2 compounds above.
No.	SMILES	hIAP inh	TIM10 inh	hIAP act	Apaf1 inhib	mIAP inh	NLRP3 yeast inh	tim10-1 inh	ATG4B inh	mIAP activ
9	CCc1c(O)nc(SCc2ccccc2)n(C(C)CC)c1=O (stereo not given)	22	37	0.78	-15	5	2	41*	5	0.95
10	Cc1cc(C)nc(NC(=O)/C=C/c2ccc(Cl)cc2)n1	14	25	0.86	-12	5	15	5	-9	0.95

# Following part
nr	smiles	hIAP inh	TIM10 inh	hIAP act	Apaf1 inhib	mIAP inh
37	COCCCN1C(=O)/C(=C\c2ccc3c(c2)OCO3)C(C(=O)OC)=C1C	-5	18	1.1	-5	13
38	O=C(OC1CCOC1=O)c1ccc(S(=O)(=O)N2CCCCCC2)cc1 (stereo not given)	-3	0	1	1	-9
39	COc1ccc(OCC(O)CN2CCN(c3ncccn3)CC2)cc1 (stereo not given)	-6	-11	1.1	-13	-1
40	Cc1cc(C)n2cc(CSc3nncn3C)nc2n1	6	-6	0.94	-3	-2
41	Cc1noc2ncnc(SCc3ccc(C(F)(F)F)cc3)c12	-14	-13	1.1	-1	7
42	Cc1nc2c(cnn2-c2ccccc2)c(=O)[nH]1	-13	-1	1.1	-15	5
43	c1ccc(N2CCN(c3ncnc4sc5c(c34)CCC5)CC2)cc1	-4	8	1	11	8
44	O=C1CCN(S(=O)(=O)c2ccc(Cl)cc2)CCN1	4	-7	0.96	-17	-2
45	CCc1ccc2[nH]c3nc(SCC(=O)NNC(=O)c4ccc(C(C)(C)C)cc4)nnc3c2c1	-30	-5	1.3	9	2
46	O=C(CCc1nnc2ccc(N3CCC4(CC3)OCCO4)nn12)NCc1ccccc1Cl	3	-10	0.97	-2	1
47	O=C(COC(=O)c1ccccc1C(=O)c1ccccc1)Nc1cccc([N+](=O)[O-])c1	-4	-2	1	10	0
48	CC1=C/C(=N\OS(=O)(=O)c2ccccc2)C(C)=CC1=O	11	87*	0.89	-3	3

nr	NLRP3 yeast inh	tim10-1 inh	ATG4B inh	mIAP activ
37	19	20	-4	0.87
38	-1	20	-13	1.1
39	18	1	-4	1
40	3	-8	-4	1
41	28	18	4	0.93
42	10	1	7	0.95
43	8	24	12	0.93
44	-4	-2	3	1
45	-7	14	-13	0.98
46	2	-6	-4	0.99
47	22	19	2	1
48	50	91*	0	0.97

# Additional results.
nr	smiles	hIAP inh	TIM10 inh	hIAP act	Apaf1 inhib	mIAP inh
49	O=C(CCSCCC(=O)Nc1c(F)c(F)c(F)c(F)c1F)Nc1c(F)c(F)c(F)c(F)c1F	12	9	0.88	-2	5
50	Cn1cnnc1SCC(=O)NCCc1ccccc1	-2	-7	1	-1	8
51	CN1C(=O)C2(CCCCC2)C1c1ccccc1 (stereo not given)	nt	-8	nt	20	-3
52	COC(=O)Nc1ccc(S(=O)(=O)NC2CCS(=O)(=O)C2)cc1 (stereo not given)	12	-19	0.89	-30	-3
53	Oc1ccc(N=Nc2nccs2)c(O)c1	4	19	0.96	3	30
54	CC(=O)c1cccc(NC(=O)c2cc(-c3ccncc3)nc3ccccc23)c1	10	11	0.9	4	6
55	Cc1ccc(NC(=O)COc2cccc(/C=C3\SC(=S)N(CCC(=O)O)C3=O)c2)cc1Cl	10	9	0.9	21	12
56	COc1ccc(NS(=O)(=O)c2ccc(-n3cnnn3)cc2)cc1OC	12	-2	0.88	5	2
57	O=c1c2ccccc2ncn1Cc1nc2ccccc2s1	-9	5	1.1	-36	-4
58	Cc1ccsc1C(=O)NNC(=O)COc1ccc(Br)cc1	-35	-7	1.4	-2	-3
59	CCOC(=O)c1c(C)c(C(=O)N2CCCCCC2)c(C)n1C	3	22	0.97	-9	-1
60	COCCNC(=O)/C(C#N)=C/c1ccc(C(=O)O)cc1	-7	4	1.1	1	3

nr	NLRP3 yeast inh	tim10-1 inh	ATG4B inh	mIAP activ
49	-6	5	-2	0.95
50	-16	-7	4	0.92
51	nt	-1	1	1.1
52	20	4	-4	1
53	33	9	4	0.7
54	17	12	5	0.94
55	17	6	-5	0.89
56	7	-1	0	0.98
57	27	-29	-7	1
58	5	-28	-10	1
59	6	25	9	1
60	1	0	-7	0.97

# Continuation.
nr	smiles	hIAP inh	TIM10 inh	hIAP act	Apaf1 inhib	mIAP inh
61	COc1ccc(S(=O)(=O)NCc2ccccn2)c(Cl)c1Cl	2	11	0.98	-19	-4
62	C/C(=N\NC(=O)Cc1ccccc1)c1cccnc1	-21	0	1.2	4	0
63	O=C(CC(Cc1ccccc1)C(=O)O)Nc1ccc(F)cc1 (stereo not given)	-10	8	1.1	-3	10
64	CCCCn1c(C)cc(C)c(S(=O)(=O)c2ccccc2C)c1=O	-6	35	1.1	15	-10

nr	NLRP3 yeast inh	tim10-1 inh	ATG4B inh	mIAP activ
61	17	15	1	1
62	19	-20	6	1
63	7	8	1	0.9
64	-7	25	-6	1.1
